Screening results: PubChem, National Center for Advancing Translational Sciences (NCATS)
EPAC1 antag: blocks human EPAC1 exchange factor. O95398. EPAC1 GEF assay, Rap1b-BODIPY-GDP exchange fluorescence. Potency, µM (top dose mostly 115 µM), without a hit: at the top dose activity change, negative = inhibition, usual class: inhibitors. 360,000 tested, 0.14% active. AID 720709;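 also: plate controls were vehicle for no effect and positive control for full effect; nearly all actives have a fitted effect of over 50% in size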
Target sequence (O95398 whole entry, looked up): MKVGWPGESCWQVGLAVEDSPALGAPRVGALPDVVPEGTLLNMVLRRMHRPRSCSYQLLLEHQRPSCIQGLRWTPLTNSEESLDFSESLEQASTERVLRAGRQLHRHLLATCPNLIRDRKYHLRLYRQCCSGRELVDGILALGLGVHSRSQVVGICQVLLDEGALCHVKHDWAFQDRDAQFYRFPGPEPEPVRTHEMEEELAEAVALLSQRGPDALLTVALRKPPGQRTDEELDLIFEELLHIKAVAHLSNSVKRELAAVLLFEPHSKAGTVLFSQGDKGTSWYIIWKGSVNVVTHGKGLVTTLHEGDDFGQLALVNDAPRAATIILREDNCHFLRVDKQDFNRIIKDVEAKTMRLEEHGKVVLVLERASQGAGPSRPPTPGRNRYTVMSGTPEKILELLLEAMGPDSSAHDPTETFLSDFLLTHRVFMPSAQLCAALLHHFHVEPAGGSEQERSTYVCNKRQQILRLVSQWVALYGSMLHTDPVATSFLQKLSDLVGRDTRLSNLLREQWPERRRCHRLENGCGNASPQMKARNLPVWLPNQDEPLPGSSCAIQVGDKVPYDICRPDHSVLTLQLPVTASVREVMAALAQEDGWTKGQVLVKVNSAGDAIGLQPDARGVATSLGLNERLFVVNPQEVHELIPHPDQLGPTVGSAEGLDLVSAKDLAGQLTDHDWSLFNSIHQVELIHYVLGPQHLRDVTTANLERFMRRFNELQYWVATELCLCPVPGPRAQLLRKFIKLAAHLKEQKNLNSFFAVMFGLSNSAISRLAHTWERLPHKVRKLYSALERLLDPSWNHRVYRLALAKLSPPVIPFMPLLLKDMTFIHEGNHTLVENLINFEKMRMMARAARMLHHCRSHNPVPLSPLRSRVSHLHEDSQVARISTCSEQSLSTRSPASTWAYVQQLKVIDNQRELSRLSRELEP
FUS suppressor: rescues growth of FUS-expressing yeast. S. cerevisiae FUS-expressing, growth rescue, OD600, 24 h. Potency, µM (top dose mostly 76.6 µM), inactives show at the highest dose growth rescue (activation), usual class: activators. 390,000 tested, 0.24% active;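 also: plate controls were DMSO vehicle for no effect and reference control for full effect; nearly all actives have a fitted effect of over 55% in size; some results filed as inactive show a strong effect at the top dose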
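Steps: raffinose overnight preculture; dilution to OD 0.005 in 2% galactose minimal medium; compound addition (concentration series); 24hr at 30C, 99% humidity; absorbance read at 600 nm.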
EPAC2 antag: EPAC2 (human) antagonism; Q8WZA2; EPAC2 GEF exchange of Rap1B-BODIPY-GDP, fluorescence; Potency, µM (titrated, usually from 114 µM), without a hit: top-dose activity, negative = inhibition, actives largely listed as inhibitors; 360,000 tested, 0.18% active; AID 720708; also: % is scaled to controls: 0 for no effect and ±100 for the full control effect; nearly all actives have a fitted effect of over 45% in size; many of its hits are not listed in these tables
TDP-43 yeast inh: rescues yeast growth from TDP-43 toxicity | TDP-43 expressing yeast growth rescue, BacTiter-Glo, 24 h | Potency, µM (titrated, usually from 46.1 µM), for inactives: at the highest dose growth rescue (activation), usual class: activators | 410,000 tested, 1.8% active | AID 652104; also: % of control where 0% means no effect; nearly all actives have a fitted effect of over 50% in size
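Cell-based yeast growth screen: TDP-43 expression induced in galactose, inoculum OD600=0.02 after raffinose pregrowth to mid-log. Read-out BacTiter-Glo luminescence at 24 hr, 30 deg C; inhibition of toxicity seen as signal increase.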
PTHR1 agonist: PTHR1 (human) receptor agonism | Q03431 | HEK293 GP2 PTHR1 cells, GloSensor cAMP luminescence, 1 h | Potency, µM (series often up to 115 µM), without a hit: at the top dose activation, most hits filed as activators | 410,000 tested, 0.075% active | AID 743266; also: nearly all actives have a fitted effect of over 55% in size; some results filed as inactive show a strong effect at the top dose; inactives centre near -15; many of its hits are not listed in these tables
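HEK-293-derived GP2 cells expressing PTHR1 and a GloSensor cAMP reporter, 3,000/well, plated overnight, given luciferin plus IBMX (each 0.5 mM as added) for 1 h at 37 °C, then compound for 1 h at 37 °C. Luminescence was read after 15 min at room temperature.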
EPAC1 ag: EPAC1 (human) agonism; O95398; EPAC1 agonist qHTS, biochemical assay; response scale: 100% = response to 6.5 mM cAMP; Potency, µM (series often up to 154 µM), for inactives: top-dose activation, hits mostly activators; 360,000 tested, 0.073% active; AID 720707; also: nearly all actives have a fitted effect of over 60% in size
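Read-out is the fluorescence drop as BODIPY-GDP leaves Rap1B (480 nm excitation, 540 nm emission), recorded every 5 minutes over 30 minutes. Reactions held 100 nM EPAC1, 250 nM Rap1B–BODIPY-GDP and 50 uM GDP, with 6.5 mM cAMP setting full activation.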
aSyn rescue: rescues yeast growth from alpha-synuclein toxicity | Potency, µM (titrated, usually from 46.1 µM), for the others: at the top dose growth rescue (activation), actives largely listed as activators | AID 652106 | 370,000 tested, 0.14% active | Yeast expressing alpha-synuclein, growth rescue, BacTiter-Glo, 24 h; also: % of control where 0% means no effect; nearly all actives have a fitted effect of over 65% in size
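Rescue of yeast growth: cells expressing toxic alpha-synuclein, induced in galactose at OD600 0.02, incubated with compound 24 h at 30 C. ATP luminescence quantified growth; inhibitors of toxicity appear as activators.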
EPAC2 agonist: activates human EPAC2 exchange factor | Q8WZA2 | EPAC2 activation, biochemical qHTS; response scale: 100% = 6.5 mM cAMP response | Potency, µM (series often up to 154 µM), for the others: top-dose activation, most hits filed as activators | 360,000 tested, 0.079% active | AID 720711; also: nearly all actives have a fitted effect of over 50% in size
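Exchange assay: 100 nM EPAC2 with 250 nM Rap1B-BODIPY-GDP and 50 uM GDP. Fluorescence (ex 480/em 540 nm) read every 5 min for 30 min at room temperature. Data normalized to 6.5 mM cAMP as agonist control.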
Numbers without * were called inactive; i = inactive; ? = inconclusive; nt = not tested or not shown; & = joins results of further samples; [ ] = dose if it differs, or a comment. Calls follow the shape of the dose curve; as a rule, active = well fitted curve in the direction sought with a large enough effect; inconclusive = small, poorly fitted or top-dose-only effect, or another doubt; inactive = no such curve, though single readings can be large; an effect the other way counts as inactive or inconclusive. Potency is read from the fitted curve at half-maximal effect. A portion of the library; the hit share may differ from the screen's.

SMILES | EPAC1 antag | FUS suppressor | EPAC2 antag | TDP-43 yeast inh | PTHR1 agonist | EPAC1 ag | aSyn rescue | EPAC2 agonist
S=C(NCc1ccccc1)N1CCN(c2cccc(Cl)c2)CC1 | -14% | 12% | 4% | ? | -47%[inhibitor] | 13% | 12% | 5%
COc1ccc(C2=NN(C(=O)c3ccco3)C(c3cc4ccccc4nc3Cl)C2)cc1 (centres undefined) | -1% | 3% | -2% | 9% | i | 5% | 1% | 4%
COC(=O)CCCC1=CC2=C(c3ccccc3)C(=O)C(C)(OC(=O)C3CCCC3)C(=O)C2=CN1Cc1ccc2c(c1)OCO2 (centres undefined) | -2% | ? | -10% | -14% | 6% | -19% | -3% | -1%
COC(=O)c1cc(-c2ccc(Br)cc2)n[nH]1 | 3% | 4% | 21% | 1% | -9%[57.5 µM] | -3% | -10% | -2%
O=C(NC1=NCCS1)c1ccccc1Cl | 9% | -11% | 6% | 5% | 1% | -3% | -12% | -2%
O=C(c1ccc(S(=O)(=O)Cc2ccccc2Cl)c([N+](=O)[O-])c1)N1CCN(c2ccccn2)CC1 | -7% | 21% | -7% | 24% | -39%[inhibitor] | 13% | 9% | 6%
CS(=O)(=O)N(CC(=O)N1CCOCC1)Cc1ccccc1 | -2% | -3% | -3% | -20% | 0%[57.5 µM] | 5% | 9% | 12%
OCCN(Cc1ccccc1)CC(O)COc1ccc(-c2ccccc2)cc1 (centres undefined) | -8% | -7% | -12% | -33%[inhibitor] | -63%[inhibitor] | 12% | 7% | 4%
O=C(CNC(=S)N(Cc1ccccc1F)C1CCCCC1)NCCCN1CCOCC1 | -5% | 12% | 6% | 24% | i | -3% | -4% | 3%
COC(=O)CSC1=C(C#N)C(c2cccc(F)c2)CC(=O)N1 (centres undefined) | -1% | -18% | 0% | 5% | -5% | 11% | -4% | -1%
COc1ccc(N2C(=O)CC(Sc3ncccc3C(=O)O)C2=O)cc1 (centres undefined) | 14% | 6% | 2% | -19% | i | -3% | 3% | 3%
O=c1cc(/C=C/c2c(F)cccc2Cl)[nH]c2ccccc12 | -24% | -10% | 3% | -2% | -12% | 5% | 1% | 3%
CCOc1ccc(S(=O)(=O)N2CCCC(C(=O)Nc3cccc(C)c3)C2)cc1 (centres undefined) | 1% | 18% | -7% | -8% | -74%[inhibitor] | 15% | 0% | 11%
CCOC(=O)c1sc(NC(=O)CSc2n[nH]c(-c3ccncc3)n2)c(C#N)c1C | -16% | 16% | -3% | -2% | -14%[57.5 µM] | 12% | -2% | -12%
CCOC(=O)N1CCC(NC(=O)C2CCN(S(=O)(=O)N3CCCC3)CC2)CC1 | 1% | 20% | -4% | -16% | -6%[57.5 µM] | 8% | -9% | 8%
CN(C)S(=O)(=O)c1cccc(NC(=O)CN(CCO)CC(=O)Nc2cccc(S(=O)(=O)N(C)C)c2)c1 | -14% | -22% | 0% | -1% | i | 7% | 4% | 0%
COc1ccccc1-n1nc(C)c(-c2ccccc2)c1N | 2% | 15% | -3% | 17% | i | -3% | 0% | -10%
Cc1cccc(NC(=S)N2CCCCCC2)c1 | 11% | nt | 13% | 12% | i | 1% | -18% | -12%
CCOc1cc(/C=C(\C#N)C(=O)NCC2CCCO2)ccc1O (centres undefined) | -1% | -18% | 12% | 19%&12% | -3% | -1% | 0% | 4%
O=C1C(=O)N(Cc2cccnc2)C(c2cccc(O)c2)/C1=C(\O)c1ccc2c(c1)OCCO2 (centres undefined) | ? | 7% | 11% | 4% | -20% | 1% | -1% | 9%

Copied from above (4 entries):
SMILES | EPAC1 antag | FUS suppressor | EPAC2 antag | TDP-43 yeast inh | PTHR1 agonist | EPAC1 ag | aSyn rescue | EPAC2 agonist
S=C(NCc1ccccc1)N1CCN(c2cccc(Cl)c2)CC1 | -14% | 12% | 4% | ? | -47%[inhibitor] | 13% | 12% | 5%
COc1ccc(C2=NN(C(=O)c3ccco3)C(c3cc4ccccc4nc3Cl)C2)cc1 (centres undefined) | -1% | 3% | -2% | 9% | i | 5% | 1% | 4%
COC(=O)CCCC1=CC2=C(c3ccccc3)C(=O)C(C)(OC(=O)C3CCCC3)C(=O)C2=CN1Cc1ccc2c(c1)OCO2 (centres undefined) | -2% | ? | -10% | -14% | 6% | -19% | -3% | -1%
COC(=O)c1cc(-c2ccc(Br)cc2)n[nH]1 | 3% | 4% | 21% | 1% | -9%[57.5 µM] | -3% | -10% | -2%

Next part.
SMILES | EPAC1 antag | FUS suppressor | EPAC2 antag | TDP-43 yeast inh | PTHR1 agonist | EPAC1 ag | aSyn rescue | EPAC2 agonist
Cc1cc(=O)oc2cc(O[C@@H]3O[C@H](CO)[C@H](O)[C@H](O)[C@H]3O)ccc12 | 7% | -1% | 4% | 1% | i | -5% | 4% | -7%
COC(=O)CSC(=S)N1CCCC(C)C1 (centres undefined) | -4% | -36% | 1% | ? | -7% | 19% | 3% | 7%
O=C(N/N=C/c1cc(Br)ccc1OC(=O)c1ccc(Br)cc1)c1ccncc1 | 8% | 15% | 4% | 3% | i | 8% | -2% | 3%
CN(C)/C=C/C(=O)c1ccc(N2CCN(c3ncc(C(F)(F)F)cc3Cl)CC2)cc1 | -1% | 22% | -14% | -14% | -21%[57.5 µM] | -3% | -53%[inhibitor] | -32%[inhibitor]
OC(CN1CCN(c2ncc(C(F)(F)F)cc2Cl)CC1)c1ccccc1 (centres undefined) | -9% | 9% | -27% | 15% | -18% | -7% | 3% | -12%
Cc1ccc(C)c(N2N=C(C(=O)OCC(=O)N(C)c3ccccc3)CCC2=O)c1 | -13% | 18% | 3% | -18% | -23% | 3% | 4% | -2%
COc1ccccc1CO/N=C/c1cccn1-c1nccc(N(C)C)c1C#N | -8% | 18% | -6% | ? | -16%[57.5 µM] | 0% | 1% | 13%
CCOc1ccc(NC(=O)C/C(C)=N/NC(=O)Cc2cccs2)cc1 | 6% | 12% | 4% | 1% | i | 9% | 9% | 7%
COC(=O)c1cc2oc(C)cc2n1CC(=O)Nc1cc(C)cc(C)c1 | 9% | 2% | 17% | 0% | i | 1% | 3% | -5%
CCOC(=O)N1CCN(C(=O)C2CCN(CC3CCCCC3)CC2)CC1 | -3% | nt | 2% | 13% | i | -4% | 4% | -8%
O=C(CNS(=O)(=O)c1ccc(F)cc1)N1CCN(c2ccccc2)CC1 | 7% | 20% | 2% | -9% | -1%[57.5 µM] | -1% | 20% | -4%
OCCCCCNc1ncnc2ccccc12 | -18% | nt | 0% | 8% | -29% | -5% | -4% | 10%
O=C1NCCNC1(c1c[nH]c2ccccc12)C(F)(F)F (centres undefined) | ? | -18% | -3% | 12% | i | -13% | -11% | 16%
O=C(CSc1nc(-c2ccc(F)cc2)cs1)NCC1CCCO1 (centres undefined) | 2% | 4% | -2% | 9% | -17% | 6% | 11% | 13%
CSc1ccccc1NC(=O)CN(C)CC(=O)Nc1ccc(Cl)cc1F | -12% | 10% | 6% | -37%[inhibitor] | -27% | 4% | 1% | 11%
NS(=O)(=O)c1cnccc1Nc1ccc(Cl)cc1 | -15% | -7% | 4% | -6% | i | 8% | 1% | 16%
CC(C)(C)[C@H]1CCC(=O)N([C@H](CN=[N+]=[N-])Cc2ccccc2)CC1 | -4% | 9% | -8% | ? | i | -6% | -2% | 3%
Cc1cccc(NC(=S)NCC(c2cccnc2)N2CCOCC2)c1 (centres undefined) | -4% | -10% | 8% | 19% | i | -8% | 3% | -2%
COCCCn1c(=O)/c(=C/c2ccccc2OC(C)C)s/c1=C(\C#N)C(=O)Nc1ccc(C(=O)O)cc1 | 6% | -6% | 9% | 11% | -3% | 19% | -1% | -3%
Cc1ccc(SCC(=O)OCC(=O)NCC2CCCCC2)cc1C | -1% | 13% | ? | -4% | -14% | 6% | -7% | 19%
Cc1ccsc1C(=O)Nc1n[nH]c(C(F)(F)F)n1 | -13% | -12% | 2% | 35µM* | -32%[inhibitor] | -5% | 8% | -1%
COc1ccc(Cl)cc1NC(=O)CCS(=O)(=O)c1cc2c(cc1C)NC(=O)CO2 | 1% | 0% | -8% | 23% | -16% | 1% | -6% | 0%
CCN(CC(=O)N1CCC(C(N)=O)CC1)S(=O)(=O)c1cc(Cl)ccc1Cl | -19% | 14% | 0% | -15% | i | 2% | -7% | -4%
Cc1ccc(Nc2nc(N)nc(CN3CCN(C(=O)c4ccco4)CC3)n2)cc1Cl | 4% | 34% | -2% | 0% | -14% | 9% | -9% | 11%
O=C(Nc1ccc([N+](=O)[O-])cn1)c1ccc(Br)o1 | 7% | -30% | 16% | 13% | i | -9% | 6% | 0%
CCCCCCCNC(=O)CN1C(=O)CSc2ccc(S(=O)(=O)N3CCOCC3)cc21 | 17% | 18% | -4% | 12% | -7% | 1% | -4% | 3%
CC(C)Cc1nc(S(=O)(=O)c2ccc(Cl)cc2)c(N2CCOCC2)o1 | -1% | 10% | -2% | -7% | i | -12% | -10% | 0%
Cc1ccc2c(c1)cc(C)c1nnc(SCC(=O)NCc3ccco3)n12 | 4% | ? | 9% | 0% | -9%[57.5 µM] | 1% | 10% | 3%
N#C/C(=C/c1ccc(OC(=O)c2ccc(Br)s2)cc1)c1nc2ccccc2[nH]1 | ? | 22% | -1% | -18% | -4% | -4% | -8% | 4%
CCN(CC)S(=O)(=O)c1ccc(N2CCN(C)CC2)c(NC(=O)CSCC(=O)Nc2cccc(C)c2)c1 | 11% | 22% | -6% | 2% | -20% | 7% | -6% | 3%
COc1ccc(NC(=O)CN2C(=O)NC(C)(C3CC3)C2=O)cc1S(=O)(=O)N1CCCCC1 (centres undefined) | -11% | nt | -6% | 30% | -22% | 9% | 0% | 1%
Cc1cccc(C)c1NS(=O)(=O)c1ccc(NC(=O)c2ccc(Cl)c([N+](=O)[O-])c2)cc1 | -15% | -24% | -3% | 8% | -44%[inhibitor] | 12% | 0% | 1%
COc1ccc(NC(=O)N2CCn3c2nc2ccccc23)cc1 | 4% | 14% | 3% | ? | i | 5% | 1% | 1%
COc1cc(/C=N/NC(=O)c2ccncc2)c([N+](=O)[O-])cc1OC | 6% | -11% | 17% | 5% | -16% | -15% | 0% | 0%
CCOC(=O)c1oc2cccc(OCC(O)CNC(C)C)c2c1C (centres undefined) | -6% | 24% | -2% | -18% | i | 6% | -5% | 2%
O=C(CCc1ccccc1)N/N=C/c1cccc([N+](=O)[O-])c1 | -9% | -28% | 10% | -1% | -20% | -5% | -2% | 3%
